Screens as filed in PubChem.
LYP phosphatase: PTPN22 lymphoid phosphatase activity blockers – biochemical, fluorescence intensity, uHTS (AID 1779) | recombinant LYP phosphatase, fluorescence intensity; higher % means a stronger effect | one-dose inhibition, % at 11.5 µM; IC50 in µM for titrated hits | hit rate 0.054% among 290,000; in the data active = inhibition above about 50%;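 also: plate controls were vehicle with enzyme for no effect and no enzyme for full effect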
GPR55 antagonists: inhibition of LPI-stimulated GPR55 beta-arrestin translocation – imaging, U2OS, beta-arrestin-GFP, LPI agonist, primary screen (AID 2013); U2OS GPR55 beta-arrestin-GFP translocation imaging, LPI antagonism; higher % means a stronger effect; one-dose inhibition, % at 10 µM; IC50 in µM for titrated hits; hit rate 0.13% among 290,000;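 active = spots per cell inhibited over 60%, with over 100 cells counted and total cytoplasm intensity under 500,000; inconclusive = wells with under 100 cells, flagged as likely toxic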;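 also: U2OS cells stably carrying GPR55 and arrestin-GFP stimulated by 5 µM LPI near EC80; imaged beta-arrestin-GFP aggregate spots per cell after agonist stimulation; plate controls were LPI-stimulated DMSO wells for no effect and DMSO wells without LPI for full effect; some results filed as inactive read as strong as hits; confirmed hits need IC50 under 10 µM and bright autofluorescent wells are also inconclusive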
SV40 large T antigen: TAg ATPase/helicase activity blockers – biochemical (AID 1903); hit rate 0.39% among 310,000; inhibition, % at 20 µM, or IC50 in µM where a hit was titrated; SV40 large T antigen ATPase/helicase inhibition assay; higher % means a stronger effect; in the data active = a potency from the dose series; inconclusive = inhibition mostly from about 32% at the one dose, without a potency; inactive = the rest, 99 in 100 with inhibition below about 32%; also: strong numbers were not always called active
NTR1 agonist: agonists of NTR1, primary screen, imaging, U2OS cells, beta-arrestin-GFP, high content (AID 493036); activation, % at 20 µM; P30989; hit rate 0.17% among 330,000; NTR1-U2OS beta-arrestin-GFP spot imaging, agonist mode;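 active = activation at or above 40% of the spot to cytoplasm intensity ratio, with at least 20 cells analyzed; inconclusive = wells under 20 cells, flagged as cytotoxic or low count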;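 also: 0% = DMSO without peptide and 100% = 100 nM NTR1 peptide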
Target sequence (P30989 whole entry, looked up): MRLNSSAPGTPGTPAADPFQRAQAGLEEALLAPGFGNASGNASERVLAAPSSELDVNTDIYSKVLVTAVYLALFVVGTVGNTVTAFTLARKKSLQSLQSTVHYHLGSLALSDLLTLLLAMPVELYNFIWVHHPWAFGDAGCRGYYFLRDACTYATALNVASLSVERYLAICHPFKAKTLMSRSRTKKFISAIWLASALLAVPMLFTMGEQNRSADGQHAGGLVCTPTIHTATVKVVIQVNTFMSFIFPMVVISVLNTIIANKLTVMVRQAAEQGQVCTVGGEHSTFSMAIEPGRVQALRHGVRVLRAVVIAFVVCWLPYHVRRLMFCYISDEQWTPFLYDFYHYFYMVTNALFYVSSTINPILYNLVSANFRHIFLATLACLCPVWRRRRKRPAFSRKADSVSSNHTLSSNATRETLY
MgcRacGAP inhibition: MgcRacGAP GTPase-activating activity inhibitors, confirmation, biochemical, ADP Hunter fluorescence; MgcRacGAP-stimulated Rac1 GTP hydrolysis, ADP Hunter fluorescence; higher % means a stronger effect; GST-tagged Rac1 F28L mutant substrate; one-dose inhibition, % at 30 µM; IC50 in µM for titrated hits; hit rate 0.6% among 340,000;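 active = first-screen hits whose inhibition reached a set limit at any dose in the follow-up dose series; inconclusive = inhibition above the set first-screen limit but never retested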;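 also: fluorescence reports GDP produced by GAP-driven GTP hydrolysis; strong numbers were not always called active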
Lipid droplet: hepatic lipid droplet formation modulation; AML12 mouse hepatocytes, oleate lipid droplets, BODIPY imaging; hit rate 0.4% among 240,000; inhibition, % at 6.5 µM;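 active = lipid droplet intensity inhibited by at least 50%, with more than 500 cells counted; inconclusive = wells with under 300 cells, treated as cytotoxic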
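Assay system: AML12 mouse liver cells | Compound: 6.5 µM single-point dosing | Schedule: Overnight exposure | Technique: Fluorescence imaging, 20x objective, two fields per well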
GPR35 antagonists: GPR35 antagonists blocking zaprinast-driven arrestin recruitment, primary screen, imaging, U2OS, beta-arrestin-GFP, zaprinast agonist (AID 2058); U2OS GPR35 beta-arrestin-GFP translocation imaging, zaprinast antagonism; higher % means a stronger effect; one-dose inhibition, % at 10 µM; IC50 in µM for titrated hits; hit rate 0.052% among 290,000;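 active = inhibition of at least 50% with at least 30 cells and total cytoplasm GFP at most 10,000,000; inconclusive = under 30 cells or total GFP of 10,000,000 plus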
GPR55 activation: GPR55 agonists via beta-arrestin recruitment, primary screen, imaging, U2OS cells, beta-arrestin-GFP redistribution (AID 1961). activation, % at 10 µM, or EC50 in µM where a hit was titrated. U2OS GPR55 beta-arrestin-GFP redistribution imaging; higher % means a stronger effect. hit rate 0.048% among 290,000;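 active = activation above 40% with more than 50 cells counted in the well; inconclusive = wells holding fewer than 50 cells, flagged as toxic or sparse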;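 also: U2OS osteosarcoma cells stably expressing GPR55 and beta-arrestin-GFP; plate controls were DMSO negative control for no effect and LPI positive control for full effect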
T cell HTS: modulates CD8 T cell binding to vesicles | hit rate 0.068% among 330,000 | AID 2052 | calls only at 7 µM | 2C CD8+ T cell-vesicle binding, flow cytometry; hits give low values;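 active = response, share of CD8 T cells binding vesicles, and their 90th percentile fluorescence all below set limits, cut at about 80% in these data, passing the limit was not always enough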
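material = purified 2C TCR transgenic mouse naive CD8+ T cells | controls = Unloaded micro-vesicles (low), QL9 vesicles with 0.7% DMSO (high) | detection = cytometric PE anti-B7-1 and Alexa647 anti-CD8 signals after 1% paraformaldehyde fixation | incubation = binding step 1.5 h, 37 °C, antibody labelling 20 min, ice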
Lipid droplet cells 6.5 µM: further read-out of Lipid droplet, marked with its call; cell count; measured here: cell count, cytotoxicity flag;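 cells counted across two imaged fields per well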
T cell HTS vesicle-bound %: second read-out of T cell HTS, no call of its own (marks repeat the call); double positive events, %; measured here: CD8+ vesicle-bound cell fraction;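 binding gate set so that unloaded-vesicle control wells show 10% double positive cells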
NTR1 agonist cell count 20 µM: second read-out of NTR1 agonist, no call of its own (marks repeat the call); cell count; measured here: cell count, cytotoxicity flag
Starred values were filed as active, the others as inactive; i = inactive; ? = inconclusive; · = no result given. Not a hit list. About 1.8% of those tested had a hit in this group.

A first look (4 entries):
cpd	Structure	LYP phosphatase	GPR55 antagonists	SV40 large T antigen	NTR1 agonist	NTR1 agonist cell count 20 µM	MgcRacGAP inhibition	Lipid droplet	Lipid droplet cells 6.5 µM	GPR35 antagonists	GPR55 activation	T cell HTS	T cell HTS vesicle-bound %
1	C=CCN(C(=O)CNC(=O)c1cccs1)C(C(=O)NC1CCCCC1)c1cccnc1 (centres undefined)	-3%	2%	14%	-2.5	62	-1%	1	766	-4%	-0.3%	i	50
2	CCCCc1cc(=O)oc2c3c(cc(OCC(=O)NCCCO)c12)OC(C)(C)CC3	-10%	1%	10%	4.4	102	14%	-17	805	6%	0.0%	i	42
3	COc1ccc(-n2c(-c3ccccc3)nnc2-c2ccc(Cl)cc2)cc1	-1%	15%	21%	0.7	69	-3%	·	·	-8%	-0.2%	i	59
4	COc1ccc(CCN2CC(C(=O)Nc3ccccc3F)CC2=O)cc1OC (centres undefined)	·	·	6%	0.4	50	5%	·	·	·	·	i	32

This part in full, from the first entry:
cpd	Structure	LYP phosphatase	GPR55 antagonists	SV40 large T antigen	NTR1 agonist	NTR1 agonist cell count 20 µM	MgcRacGAP inhibition	Lipid droplet	Lipid droplet cells 6.5 µM	GPR35 antagonists	GPR55 activation	T cell HTS	T cell HTS vesicle-bound %
1	C=CCN(C(=O)CNC(=O)c1cccs1)C(C(=O)NC1CCCCC1)c1cccnc1 (centres undefined)	-3%	2%	14%	-2.5	62	-1%	1	766	-4%	-0.3%	i	50
2	CCCCc1cc(=O)oc2c3c(cc(OCC(=O)NCCCO)c12)OC(C)(C)CC3	-10%	1%	10%	4.4	102	14%	-17	805	6%	0.0%	i	42
3	COc1ccc(-n2c(-c3ccccc3)nnc2-c2ccc(Cl)cc2)cc1	-1%	15%	21%	0.7	69	-3%	·	·	-8%	-0.2%	i	59
4	COc1ccc(CCN2CC(C(=O)Nc3ccccc3F)CC2=O)cc1OC (centres undefined)	·	·	6%	0.4	50	5%	·	·	·	·	i	32
5	Cn1c(-c2ccc(Cl)cc2)cnc1N	-5%	7%	-2%	-0.5	93	9%	5	727	1%	-0.1%	i	35
6	COc1ccc(-n2c(SCC(=O)Nc3ccccc3OC)nc(O)cc2=O)cc1	-4%	3%	9%	0.7	60	6%	0	724	0%	0.6%	i	20
7	O=C(CSc1nnc2c(Cl)cc(Cl)cn12)N1CCN(S(=O)(=O)c2ccccc2)CC1	-2%	4%	38%	0.2	64	7%	·	·	2%	0.9%	i	51
8	CCC(=O)c1cn(CC(=O)O)c2ccccc12	-3%	5%	24%	1.8	60	2%	-21	618	18%	0.1%	i	53
9	CCOC(=O)c1c(-c2cccs2)csc1NC(=O)CC(C)C	-4%	1%	4%	1.1	53	10%	-54	741	7%	-0.1%	i	68
10	Cc1cc(NC(=O)CSC2=NS(=O)(=O)c3cc(Cl)ccc3N2)no1	·	·	23%	-0.4	84	4%	·	·	·	·	i	32
11	Cc1cccn2cc(CCNC(=O)c3cccs3)nc12	-5%	-7%	13%	1.8	68	3%	-5	644	21%	0.6%	i	47
12	COc1ccccc1Cc1noc(-c2cc(Cl)ccc2OC)n1	0%	-4%	0%	14	73	5%	-1	696	15%	0.2%	i	55
13	CCOCc1c(C(=O)OCC(=O)Nc2ccc(C)c(S(=O)(=O)N(C)C)c2)oc2ccccc12	-2%	12%	15%	2.8	39	8%	-8	504	-8%	-0.4%	i	43
14	CCOCCCNS(=O)(=O)c1ccc2c(c1)OCCO2	-4%	4%	2%	-2.7	49	3%	·	·	2%	-0.2%	i	37
15	CCN1C(=O)/C(=C\c2ccncc2)SC1=S	2%	0%	12%	2.5	59	-5%	13	663	6%	-0.1%	i	30
16	CC(C)(C)C(=O)Nc1c2c(nc3c1CCC3)CCCC2	0%	5%	14%	-0.3	54	6%	·	·	-6%	0.3%	i	25
17	O=C(CC1(O)C(=O)N(Cc2ccc3c(c2)OCO3)c2ccccc21)c1ccccc1 (centres undefined)	4%	2%	1%	0.6	54	16%	·	·	-9%	-0.3%	i	25
18	Cc1cccc(-c2n[nH]c(=S)n2/N=C/C=C/c2ccco2)c1	-1%	10%	?	0.0	42	?	-3	759	-1%	0.0%	i	8
19	CCn1c2ccccc2c2cc([N+](=O)[O-])ccc21	-3%	-7%	5%	1.1	47	11%	2	672	0%	-0.1%	i	58
20	CCOc1ccc(-c2nonc2NC(=O)c2ccco2)cc1	-9%	0%	12%	0.3	64	5%	74*	665*	-17%	-0.1%	i	28
21	CN(NS(=O)(=O)c1ccc(Br)cc1)c1nc(C(F)(F)F)nc2ccccc12	3%	2%	-5%	3.0	99	6%	-4	682	-11%	0.9%	i	47
22	CCOC(=O)CC(=O)Nc1ccc(Br)cc1C(=O)O	-7%	-5%	13%	0.5	59	9%	·	·	9%	-1.0%	i	51
23	COc1ccc(Cl)cc1NC(=O)CCN1C(=O)C2C3C=CC(C4CC34)C2C1=O (centres undefined)	-8%	26%	26%	-0.1	63	5%	5	810	1%	0.3%	i	67
24	Cc1cc(N2C(=O)C(=O)/C(=C(/O)c3ccc(F)cc3)C2c2ccc(F)cc2)no1 (centres undefined)	5%	11%	24%	1.1	79	6%	-5	780	-7%	-0.2%	i	34
25	Cc1ccc(S(=O)(=O)NC2=NCN(C3CCCCC3)CN2)cc1	-3%	9%	15%	-1.0	94	7%	·	·	-6%	-0.1%	i	17
26	CCOc1ccc(C2OC(=O)Cc3cc(OC)c(OC)cc32)cc1 (centres undefined)	0%	0%	4%	1.2	41	7%	·	·	8%	-0.1%	i	31
27	COC(=O)c1cc(S(=O)(=O)NCc2cccs2)c[nH]1	-16%	7%	·	1.0	72	-9%	-8	746	3%	-0.2%	i	8
28	CC(=O)Nc1ccc(S(=O)(=O)NCCc2ccccn2)cc1	-3%	-14%	7%	0.5	63	9%	-6	639	-5%	-0.5%	i	28
29	Cc1ccc2nc3ccc(N4CCN(C)CC4)nn3c(=O)c2c1	-8%	11%	20%	-1.0	36	18%	·	·	7%	-0.3%	i	47
30	S=c1nc2ccccc2c2nc(-c3ccccc3)[nH]n12	2%	12%	28%	3.6	87	6%	·	·	-4%	-0.1%	i	39

Other entries
cpd	Structure	LYP phosphatase	GPR55 antagonists	SV40 large T antigen	NTR1 agonist	NTR1 agonist cell count 20 µM	MgcRacGAP inhibition	Lipid droplet	Lipid droplet cells 6.5 µM	GPR35 antagonists	GPR55 activation	T cell HTS	T cell HTS vesicle-bound %
31	C=C(C)C1CC=C(C)/C(=N/NC(=S)Nc2ccccc2)C1 (centres undefined)	6%	-9%	13%	8.1	58	6%	-16	650	7%	-0.1%	i	49
32	CCOc1ccccc1CNC(c1ccccc1)c1ccccc1	-12%	9%	0%	4.9	62	8%	-13	793	-1%	-0.1%	i	16
33	CC(C)OC(=O)Cn1nnc2c(cnn2-c2ccccc2)c1=O	-4%	4%	5%	0.3	31	12%	-6	755	14%	0.2%	i	29
34	O=C(C1=C[C@@H](c2ccc(Br)cc2)C[C@@H](OCc2ccc(CO)cc2)O1)N1CCOCC1	-6%	-2%	11%	0.3	56	1%	3	637	-14%	0.6%	i	49
35	Cc1cc(C)cc(Oc2ccccc2CO)c1	-8%	5%	7%	·	·	·	-8	626	29%	-0.1%	·	·
36	CCN(CC)c1ccc(C=Nc2cc(C)ccc2C)c(O)c1	-6%	-6%	21%	-1.9	57	-9%	·	·	1%	-0.2%	i	53
37	CCC(SC1=NCCS1)C(=O)Nc1nnc(-c2ccccc2OC)s1 (centres undefined)	6%	14%	5%	8.0	90	6%	-4	577	2%	-0.3%	i	22
38	CCOC(=O)c1c(N2CCCCC2)c2ccccc2[nH]c1=O	-6%	-4%	7%	4.0	32	13%	1	759	-4%	0.3%	i	57
39	CCOc1cccc(=O)c2c(C)n(Cc3ccco3)c(C)c12	-8%	8%	62%	4.8	92	23%	·	·	1%	0.6%	i	51
40	COc1ccc(/C=N/NC(=O)CC#N)cc1Oc1nc(Cl)ncc1F	-6%	8%	5%	1.8	93	4%	-3	852	-6%	-0.2%	i	24
41	COc1ccc(-c2nnc(NC(=O)c3ccc(S(=O)(=O)N(C)CC4CCCO4)cc3)o2)c(OC)c1 (centres undefined)	-2%	-10%	5%	0.2	48	6%	-17	643	4%	1.2%	i	34
42	CSC1=NCCN1C(=O)c1ccc2c(c1)OCO2	-4%	12%	3%	-0.8	59	0%	·	·	-4%	0.0%	i	46
43	CCn1c(O)c(C=C2N=c3ccccc3=N2)sc1=S	-5%	15%	22%	0.8	47	-6%	-16	724	-8%	0.2%	i	39
44	COc1cc(/C(C)=N/NC(=O)c2cccc(S(=O)(=O)N3CCCC3)c2)cc(OC)c1OC	-1%	49%	7%	2.4	53	4%	2	790	-3%	0.3%	i	100
45	Cc1onc(-c2ccccc2Cl)c1C(=O)Nc1nc2ccc(S(C)(=O)=O)cc2s1	-7%	11%	8%	-1.1	43	4%	17	633	10%	-0.2%	i	37
